GLP1R cytotox – qHTS of GLP-1 Receptor Inverse Agonists: Cytotox Screen; HEK293 cAMP-luciferase reporter cells, luminescence, 24 h; AID 624418, 2012; Potency, µM (titrated, usually from 38.3 µM), without a hit: at the top dose activity change, negative = inhibition, most hits filed as inhibitors; actives 0.13% (n = 410,000);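 also: loss of luciferase light is scored as toxicity; potency is read from the fitted curve at half-maximal effect; % is scaled to controls: 0 for no effect and ±100 for the full control effect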
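A 23 nL compound transfer followed 12 hours of cell culture at 37 deg C; exposure then lasted 24 hr. Luciferase assay detection reagent was dispensed and plates read for luminescence after a 12 min room-temperature wait.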
TDP-43 yeast inh – qHTS of TDP-43 Inhibitors; TDP-43 expressing yeast growth rescue, BacTiter-Glo, 24 h; Potency, µM (highest dose often 46.1 µM), without a hit: at the highest dose growth rescue (activation), hits mostly activators; actives 1.8% (n = 410,000); AID 652104, 2013; also: potency is read from the fitted curve at half-maximal effect; % of control where 0% means no effect; nearly all actives have a fitted effect of over 50% in size
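Yeast cells expressing TDP-43 under galactose induction are exposed to compounds for 24 hr at 30 deg C. BacTiter-Glo luminescence measures growth, so protective compounds score as activators.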
Abeta rescue – qHTS for compounds that reverse cellular toxicity of Amyloid beta (A-beta) peptide in yeast: Primary Screen; yeast expressing A-beta42, growth rescue, OD600, 48 h; response scale: 0% DMSO, 100% iron-clioquinol control; Potency, µM (doses to about 46.1 µM), inactives show top-dose growth rescue, usual class: activators; actives 0.063% (n = 410,000); AID 1347071, 2019; also: potency is read from the fitted curve at half-maximal effect; nearly all actives have a fitted effect of over 55% in size
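Growth rescue measured by 600 nm absorbance after 48 h yeast culture at 30 C with compound. Values normalized between DMSO and an equimolar ferric chloride plus clioquinol control.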
MmCpn inh – Inhibitors of TCP-1 ring complex (TRiC) of Methanococcus maripaludis (MmCpn): qHTS | Chaperonin Mm-Cpn (Methanococcus maripaludis) | purified Mm-Cpn ATPase, ADP Transcreener TR-FRET | Potency, µM (series often up to 76.9 µM), inactives show top-dose activity, negative = inhibition, actives largely listed as inhibitors | actives 0.031% (n = 330,000) | AID 504842, 2011; also: potency is read from the fitted curve at half-maximal effect; % is scaled to controls: 0 for no effect and ±100 for the full control effect; nearly all actives have a fitted effect of over 80% in size
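Quantitative HTS used 25 nM Mm-CPN and 10 uM ATP in magnesium/KCl Tris buffer, pH 7.4, with 1 mM DTT. Hydrolysis ran 30 min at 37°C; ADP was read by HTRF.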
aSyn yeast inh – qHTS of alpha-syn Inhibitors; AID 652106, 2013; Potency, µM (highest dose often 46.1 µM), without a hit: at the highest dose growth rescue (activation), most hits filed as activators; actives 0.14% (n = 370,000); Yeast expressing alpha-synuclein, growth rescue, BacTiter-Glo, 24 h; also: potency is read from the fitted curve at half-maximal effect; % of control where 0% means no effect; nearly all actives have a fitted effect of over 65% in size
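Rescue of yeast growth: cells expressing toxic alpha-synuclein, induced in galactose at OD600 0.02, incubated with compound 24 h at 30 C. ATP luminescence quantified growth; inhibitors of toxicity appear as activators.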
PTHR1 ag – qHTS for PTHR1 Agonists: Primary Screen | Parathyroid hormone/parathyroid hormone-related peptide receptor (Homo sapiens), Q03431 | HEK293 GP2 PTHR1 cells, GloSensor cAMP luminescence, 1 h | Potency, µM (highest dose often 115 µM), without a hit: at the top dose activation, hits mostly activators | actives 0.075% (n = 410,000); also: potency is read from the fitted curve at half-maximal effect; nearly all actives have a fitted effect of over 55% in size; some results filed as inactive show a strong effect at the top dose; inactives centre near -15; many of its hits are not listed in these tables
Target sequence (Q03431 whole entry, looked up): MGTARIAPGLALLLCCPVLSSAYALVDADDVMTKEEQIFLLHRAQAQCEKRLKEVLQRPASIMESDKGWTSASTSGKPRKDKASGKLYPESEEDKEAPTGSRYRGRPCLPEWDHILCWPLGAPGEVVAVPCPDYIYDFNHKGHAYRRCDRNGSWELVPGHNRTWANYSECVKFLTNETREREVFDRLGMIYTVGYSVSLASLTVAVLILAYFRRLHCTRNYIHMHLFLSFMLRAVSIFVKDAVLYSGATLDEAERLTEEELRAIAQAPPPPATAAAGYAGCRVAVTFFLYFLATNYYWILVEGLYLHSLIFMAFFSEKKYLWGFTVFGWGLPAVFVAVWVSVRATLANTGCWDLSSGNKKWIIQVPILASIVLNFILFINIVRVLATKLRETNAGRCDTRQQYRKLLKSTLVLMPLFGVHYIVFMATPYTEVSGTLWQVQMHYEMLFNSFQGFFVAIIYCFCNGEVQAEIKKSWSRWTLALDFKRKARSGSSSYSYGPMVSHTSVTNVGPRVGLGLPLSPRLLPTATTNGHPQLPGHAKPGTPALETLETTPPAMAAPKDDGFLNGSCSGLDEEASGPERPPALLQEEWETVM
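HEK-293-derived GP2 cells expressing PTHR1 and a GloSensor cAMP reporter, 3,000/well, plated overnight, given luciferin plus IBMX (each 0.5 mM as added) for 1 h at 37 °C, then compound for 1 h at 37 °C. Luminescence was read after 15 min at room temperature.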
Akt phos inh – HTS Assay for Inhibitors of Akt Phophorylation: Primary Screen | Neuro2A IGF-stimulated pAkt S473 HTRF, 20 min; stronger effect = lower value | activity change, % for hits at 50 µM | actives 0.32% (n = 360,000); in the data active = activity change below about -80%; inconclusive = mostly about -51% to -80%; also: % is scaled to controls: 0 for no effect and ±100 for the full control effect
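Neuro2A cells (4,500/well, DMEM with 0.5% FBS) were treated with compound at a single 50 µM final concentration, stimulated with 6 nM IGF for 20 min at 37 °C, and lysed. Phospho-Akt Ser473 was read by HTRF as 665/615 ratio ×10^4.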
FUS suppressor – qHTS for Suppressors of FUS Proteinopathy: Primary screen using FUS-linked yeast assay; S. cerevisiae FUS-expressing, growth rescue, OD600, 24 h; Potency, µM (highest dose often 76.6 µM), for the others: at the top dose growth rescue (activation), hits mostly activators; actives 0.24% (n = 390,000); AID 1347120, 2019;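 also: potency is read from the fitted curve at half-maximal effect; plate controls were DMSO vehicle for no effect and reference control for full effect; nearly all actives have a fitted effect of over 55% in size; some results filed as inactive show a strong effect at the top dose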
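Read-out: OD at 600 nm after 24hr at 30C, reporting rescue of FUS-induced yeast toxicity. Cells at OD 0.005 in galactose (2%) minimal medium; compounds tested in a dilution series; CP55940 titration from 92uM final as control.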
GLP-1R inv ag – qHTS of GLP-1 Receptor Inverse Agonists (Inhibition Mode) | AID 624417, 2012 | actives 1.6% (n = 410,000) | Potency, µM (doses to about 38.3 µM), for inactives: top-dose activity change, negative = inhibition, most hits filed as inhibitors | Glucagon-like peptide 1 receptor (Homo sapiens), P43220 | HEK293 GLP-1R CRE-luciferase, luminescence, 24 h; GLP-1R form is constitutively active; also: potency is read from the fitted curve at half-maximal effect; % is scaled to controls: 0 for no effect and ±100 for the full control effect; nearly all actives have a fitted effect of over 55% in size
Target sequence (P43220 whole entry, looked up): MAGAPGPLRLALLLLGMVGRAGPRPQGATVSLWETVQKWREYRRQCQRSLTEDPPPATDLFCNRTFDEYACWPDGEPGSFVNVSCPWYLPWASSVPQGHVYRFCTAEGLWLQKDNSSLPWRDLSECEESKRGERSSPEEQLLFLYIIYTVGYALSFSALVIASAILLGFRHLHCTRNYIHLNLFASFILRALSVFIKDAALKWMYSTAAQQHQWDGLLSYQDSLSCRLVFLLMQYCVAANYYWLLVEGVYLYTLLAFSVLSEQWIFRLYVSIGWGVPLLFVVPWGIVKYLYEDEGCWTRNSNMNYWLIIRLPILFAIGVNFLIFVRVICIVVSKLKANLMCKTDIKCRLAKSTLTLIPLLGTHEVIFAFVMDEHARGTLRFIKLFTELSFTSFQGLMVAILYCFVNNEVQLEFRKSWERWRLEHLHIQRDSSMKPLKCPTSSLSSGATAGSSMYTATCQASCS
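Assay principle: reduced luminescence from a cAMP-responsive reporter in HEK293 cells co-expressing a constitutively active GLP-1R. Conditions: 24 hr compound incubation, 37 deg C, 5% CO2.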
The depositor's hits bear a star; i = inactive; ? = inconclusive; nt = not tested or not shown; & = joins results of further samples; [ ] = dose if it differs, or a comment. Unless noted, calls follow the shape of the dose curve; as a rule, active = well fitted curve in the direction sought with a large enough effect; inconclusive = small, poorly fitted or top-dose-only effect, or another doubt; inactive = no such curve, though single readings can be large; an effect the other way counts as inactive or inconclusive. The list is partial. The share of hits here may be higher or lower than overall.

SMILES | GLP1R cytotox | TDP-43 yeast inh | Abeta rescue | MmCpn inh | aSyn yeast inh | PTHR1 ag | Akt phos inh | FUS suppressor | GLP-1R inv ag
Cc1cc(OCC(=O)Nc2ccccc2N2CCCCC2)ccc1C(C)C | 11.2% | 0.3% | ? | -2.2% | 1.7% | i | i | -15.7% | -26.9%
CC(=O)c1cccc(NC(=O)C(C)n2c(=O)cc(C)c3c(C)nn(-c4ccccc4)c32)c1 (stereo unspecified) | 1.3% | 3.3% | -19.9% | nt | nt | i | nt | -15.3% | 22.3%
COc1cc2c(CCNC(C)=O)c[nH]c2cc1O | 0.1% | 15.5% | -21.1% | nt | -2.7%&0.4% | i | i | 14.7% | -3.4%
S=C1NCCc2ccccc2C1c1ccccc1 (stereo unspecified) | ? | ? | 1.6% | 1.3% | -1.1% | -4.0% | i | 6.8% | 11.2µM*
CCSc1cc(N2CCCC2)nc(-c2ccc(C)cc2)n1 | 0.7% | 0.0% | 0.7% | 0.6% | 9.3% | i | i | nt | 18.0%
CC(=O)Nc1cc(C(=O)N2CCc3ccccc3C2)ccc1Sc1ccc(Cl)cc1 | 9.8% | ? | 23.4% | -6.0% | 5.3% | -30.2%[inhibitor] | i | 39.1% | ?
COc1ccc(C(=O)N2CCN(Cc3ccc4c(c3)OCO4)CC2)cc1OC | -7.4% | -9.9% | -18.0% | 1.6% | -2.6% | -40.4%[inhibitor] | i | -18.4% | -5.2%
O=C(c1ccc(Cl)c(Cl)c1)N1CCC(=O)N(C(COCc2cccc(C(F)(F)F)c2)Cc2ccccc2)CC1 (stereo unspecified) | 11.8% | 18.7% | 4.0% | -0.6% | ? | i | i | ? | -12.1%
COc1ccc(NC(=O)CCS(=O)(=O)c2cccc3nonc23)cc1 | 0.4% | -4.4% | -6.5% | 0.0% | 6.2% | i | i | 15.9% | 10.9%
COC(=O)NNC(=O)COc1ccc(Cl)cc1 | -5.7% | 1.9% | 8.6% | -2.4% | -4.5% | -5.0%[57.5 µM] | nt | 11.9% | -3.0%
COc1ccc(N2C(=O)C3C4C=CC(C4)C3C2=O)nn1 (stereo unspecified) | -6.5% | 8.9% | 11.8% | 0.5% | -1.8% | i | i | 3.9% | 14.5%
CCCCCn1c(CNC(=O)CC)nc2ccccc21 | 0.3% | 19.6% | -9.2% | 2.9% | -5.8% | i | i | -21.4% | -11.6%
COc1cc2c(cc1OC)CN(S(C)(=O)=O)CC2 | 5.0% | 7.1% | -18.8% | 0.8% | -7.7% | -23.7% | i | -26.0% | 5.5%
COc1ccc(C2Nc3ccccc3C(=O)N2NS(=O)(=O)c2ccc(C)cc2)cc1 (stereo unspecified) | 10.7% | -14.6% | -1.1% | -4.0% | 3.7% | -54.3%[inhibitor] | i | 5.9% | ?
Cc1cc(Nc2ccc(C)c(Cl)c2)n2nc(-c3ccccc3)nc2n1 | -1.0% | 8.6% | -2.8% | nt | nt | i | nt | -6.6% | 8.2%
CN1C(=O)Cc2cc(S(=O)(=O)N3CCOCC3)ccc21 | -1.5% | 7.4% | 3.2% | 1.9% | 5.7% | -17.9% | i | -6.3% | 8.9%
O=C(O)CNC(=S)N(Cc1ccc(F)cc1)C1CCCCC1 | -2.2% | -25.4% | -20.5% | -16.1% | -2.6% | 4.8% | i | 31.2% | -21.1%
Cc1ccc(NC(=O)Nc2cccs2)nc1 | -10.2% | 26.0% | 17.9% | 0.6% | -0.1% | -1.5% | i | 19.5% | 25.9%
COc1ccc(C2=NO[C@@H]3[C@@H]4C[C@@H]([C@H]5C(=O)N(c6ccc7c(c6)OCO7)C(=O)[C@@H]45)[C@H]23)cc1OC | -10.3% | 12.3% | 17.6% | -1.2% | 2.1% | i | i | 38.7% | 20.5%
CCCCn1c(N)c(N(CC(C)C)C(=O)COC(=O)c2ccccc2NCCO)c(=O)[nH]c1=O | 10.4% | 4.3% | 13.7% | 1.8% | -8.4% | -3.1% | i | 37.4% | 5.6%
CC(=O)c1ccc(NC(=O)N2CCc3ccccc3C2)cc1 | -5.0% | 23.3% | 18.8% | ? | 11.4% | i | i | 11.1% | 3.4%
C=CCNc1nc2cc(-c3ccccc3C)sc2c(=O)n1C | -30.7% | 35.5µM* | -9.6% | nt | 5.9% | i | i | 34.5% | ?
CCCc1cc(=O)[nH]c(SCC(=O)N2CCN(S(=O)(=O)c3ccc4ccccc4c3)CC2)n1 | 26.2% | -0.1% | 9.7% | 1.3% | 3.8% | -23.3% | i | nt | 3.9%
CCOC(=O)COc1ccc(Br)cc1C1NC(=O)NC(C)=C1C(=O)NCc1ccccc1 (stereo unspecified) | ? | -13.9% | -0.7% | -14.3% | 2.0% | i | i | 30.0% | 2.4%
O=C1ON=C(c2ccccc2)/C1=C/c1ccco1 | -23.5% | ? | ? | -3.8% | 12.8% | -89.1%[inhibitor] | i | 12.1% | -11.0%
(list continues)
SMILES | GLP1R cytotox | TDP-43 yeast inh | Abeta rescue | MmCpn inh | aSyn yeast inh | PTHR1 ag | Akt phos inh | FUS suppressor | GLP-1R inv ag
Cc1ccc(C(=O)Nc2ccccc2C(=O)O)cc1S(=O)(=O)N1CCCCCC1 | -4.6% | 10.4% | 0.1% | nt | nt | -91.6%[inhibitor] | nt | 19.6% | 6.3%
CCN(CC)C(=O)c1c(Cl)nc(C)c([N+](=O)[O-])c1C | 10.0% | 3.7% | -14.6% | -0.5% | 0.3% | i | i | 5.0% | 10.1%
Cc1noc(C)c1COC(=O)c1ccc(S(=O)(=O)N2CCCCC2)cc1 | -2.7% | 1.7% | 22.3% | -4.2% | 11.3% | -6.5% | i | 25.0% | -18.6%
Cc1ccc(N(CC(=O)NC2CCCCC2)C(=O)CCCC(=O)Nc2ccccn2)c(C)c1 | -0.1% | -6.5% | -5.3% | -1.1% | -1.3% | -13.4% | i | 15.0% | 1.8%
CC(=O)c1ccccc1NC(=O)CN1C(=O)NC2(CCCCCCC2)C1=O | -11.0% | 0.6% | -13.8% | nt | 2.9% | i | i | 13.1% | -27.0%
CCOC(=O)COc1nc2ccc(Br)cc2c(-c2ccccc2)c1C(C)=O | 13.0% | 0.3% | -9.8% | 1.7% | -5.6% | -5.6% | i | -11.3% | -18.7%
COC(=O)c1nc(C(=O)OC)c(C(=O)OC)nc1C(=O)OC | 7.2% | 3.4% | 3.0% | 1.4% | -1.2% | i | i | -6.6% | 1.2%
Cc1ccc(C)c(NC(=S)NCCc2c[nH]c3ccccc23)c1 | ? | -8.6%[1.82 µM] | ? | -2.0% | 26.5% | i | i | 28.6% | ?
Cc1ccccc1OCCn1c(=O)oc2ccccc21 | 3.2% | ? | -17.0% | 2.6% | 19.6% | i | nt | -9.1% | ?
CC1=NN(c2ccc(Br)cc2)C(=O)/C1=C/c1ccc(-c2ccccc2C(=O)O)o1 | 25.1% | -28.5% | -8.7% | -0.8% | -9.0% | -51.1%[inhibitor] | i | -16.6% | 18.5%
CSc1ccc(CCNC(=O)Cn2ncn3c(cc4ccccc43)c2=O)cc1 | 6.5% | 16.9% | -15.1% | nt | nt | i | nt | -11.1% | 1.4%
Cc1ccc2nc3n(c(=O)c2c1)-c1ncccc1C(=O)NC3Cc1ccccc1 (stereo unspecified) | 12.6% | 0.0% | -7.9% | nt | 0.1% | -20.3% | i | ? | 5.1%
COc1ccc2c(C)cc(SCC(=O)N(C)C3CCS(=O)(=O)C3)nc2c1 (stereo unspecified) | 13.3% | -2.5% | -9.1% | 0.3% | -2.8% | i | i | 40.3% | 5.1%
O=C(CSc1ncnc2nc[nH]c12)N1CCN(c2ccc(Cl)cc2)CC1 | -12.2% | 6.4% | 15.1% | 0.6% | 6.1% | -30.0%[inhibitor][57.5 µM] | i | 20.1% | 0.0%
COc1ccc(OCCN2CCC(C(=O)NC(c3ccc(F)cc3)c3ncccc3C)CC2)cc1 (stereo unspecified) | -13.0% | 0.0% | 13.9% | nt | 2.7% | -20.0% | i | 1.7% | ?
O=C(N/N=C\c1ccc(-c2ccccc2[N+](=O)[O-])o1)C1COc2ccccc2O1 (stereo unspecified) | -10.2% | 10.7% | 0.0% | 0.8% | -1.1% | -25.0% | i | nt | -13.0%
Nc1cc(N)nc(SCC(=O)NCCC2=CCCCC2)n1 | 19.5% | 11.7% | -10.0% | -1.2% | -4.8% | i | i | 5.9% | -0.4%
COc1cc(-c2nnc(SCC(=O)OC3CCCCC3)o2)cc(OC)c1OC | 7.4% | -6.8% | -0.4% | -1.4% | -0.4% | 0.3% | i | 0.4% | 17.4%

A second format for 2 compounds above.
Results follow in this order: GLP1R cytotox | TDP-43 yeast inh | Abeta rescue | MmCpn inh | aSyn yeast inh | PTHR1 ag | Akt phos inh | FUS suppressor | GLP-1R inv ag
- Cc1ccccc1OCCn1c(=O)oc2ccccc21
 : 3.2% | ? | -17.0% | 2.6% | 19.6% | i | nt | -9.1% | ?
- O=C(N/N=C\c1ccc(-c2ccccc2[N+](=O)[O-])o1)C1COc2ccccc2O1 (stereo unspecified)
 : -10.2% | 10.7% | 0.0% | 0.8% | -1.1% | -25.0% | i | nt | -13.0%

Compound activity from PubChem BioAssay.
